OX1R antag-1: blocks the human orexin 1 receptor. 330,000 tested, 0.43% active. inhibition, % at 5 µM. CHO/OX1R cells, Fluo-8 calcium fluorescence, orexin A. AID 434989;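 active means inhibition above its plate's threshold, mean inhibition of all tested compounds on the plate plus 3 SD, cut at about 37% in these data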;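 further: 0% = orexin A challenge wells and 100% = SB-334867-A antagonist wells; not every result past the cut was called active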
Target sequence (O43613 whole entry, looked up): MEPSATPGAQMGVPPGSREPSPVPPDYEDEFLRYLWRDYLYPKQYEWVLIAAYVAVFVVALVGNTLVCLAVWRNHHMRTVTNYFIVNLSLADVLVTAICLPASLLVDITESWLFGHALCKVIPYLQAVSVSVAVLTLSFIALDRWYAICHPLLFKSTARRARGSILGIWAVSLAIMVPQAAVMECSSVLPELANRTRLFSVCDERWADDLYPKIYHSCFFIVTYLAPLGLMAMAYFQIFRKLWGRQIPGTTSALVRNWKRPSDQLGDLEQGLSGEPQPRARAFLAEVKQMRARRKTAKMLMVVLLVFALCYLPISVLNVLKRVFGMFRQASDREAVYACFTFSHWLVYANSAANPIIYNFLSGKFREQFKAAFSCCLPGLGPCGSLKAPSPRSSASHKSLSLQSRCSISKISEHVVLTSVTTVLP
CHT allo act: allosterically activates the human high affinity choline transporter; CHT-expressing cells, membrane potential dye, choline EC20; active compounds read high; LV-AA mutant CHT in HEK293 cells; B-score at 10 µM; 310,000 tested, 0.49% active; AID 488977;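 active means initial fluorescence not abnormally high and integrated response B-score, plate-corrected, over 3 SD above library mean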
Target sequence (Q9GZV3 whole entry, looked up): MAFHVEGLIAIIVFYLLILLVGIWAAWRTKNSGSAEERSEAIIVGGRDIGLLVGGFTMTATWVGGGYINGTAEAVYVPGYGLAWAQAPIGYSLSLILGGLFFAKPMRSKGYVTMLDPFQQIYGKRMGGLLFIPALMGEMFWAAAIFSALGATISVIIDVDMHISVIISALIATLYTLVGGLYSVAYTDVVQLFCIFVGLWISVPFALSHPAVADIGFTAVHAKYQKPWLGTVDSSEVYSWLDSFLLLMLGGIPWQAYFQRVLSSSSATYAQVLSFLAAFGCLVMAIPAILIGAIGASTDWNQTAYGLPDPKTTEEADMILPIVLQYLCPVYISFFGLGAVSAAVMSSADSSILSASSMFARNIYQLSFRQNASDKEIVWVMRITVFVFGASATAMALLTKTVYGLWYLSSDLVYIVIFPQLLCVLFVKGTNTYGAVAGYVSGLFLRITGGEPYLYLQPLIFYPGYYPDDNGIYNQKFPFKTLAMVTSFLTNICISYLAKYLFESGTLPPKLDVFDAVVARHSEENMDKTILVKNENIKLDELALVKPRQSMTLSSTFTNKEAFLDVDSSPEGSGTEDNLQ
OX1R antag-2: antagonists of human orexin 1 receptor (OX1R); AID 485270; OX1R-expressing cells, FRET antagonist read-out; 330,000 tested, 1.8% active; inhibition, % at 6.6 µM; in the data active means inhibition mostly above about 38%, no sharp cut-off; inactive means mostly below about 40%;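 further: 0% = agonist challenge alone and 100% = reference antagonist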
Active calls of the source: *; i = inactive; · = not tested or not shown. Outcome played no part in choosing rows; about 2.5% have a hit in one of these screens.

SMILES	OX1R antag-1	CHT allo act	OX1R antag-2
COc1ccc(OCCNC(=O)C(Cc2c[nH]c3ccccc23)NC(C)=O)cc1 (centres undefined)	-4	i	32
O=C(Nc1cccnc1Cl)c1cccnc1Cl	-8	i	15
CC(C)Oc1cccc(C(=O)NC(=S)NCc2cccnc2)c1	-15	i	6
Cc1ccc(S(=O)(=O)Oc2cccc(N3C(=O)C4CC=CCC4C3=O)c2)cc1 (centres undefined)	-22	i	13
COc1ccc(-n2c(=O)c3c4c(sc3n(CC(=O)NCc3ccco3)c2=O)CCC4)c(OC)c1	-9	i	15
CCOc1ccc2nc(SC3CC(=O)N(c4ccc(C)cc4)C3=O)sc2c1 (centres undefined)	2	i	2
COc1ccc(-n2nc3ccc(NS(C)(=O)=O)cc3n2)cc1Cl	-1	i	14
O=C(CCNS(=O)(=O)c1cccs1)N1CCN(c2ccc(F)cc2)CC1	-7	i	-1
CSc1ncccc1C(=O)Nc1nc2ccc(F)cc2s1	-20	i	37
Cc1[nH]n(-c2ccccc2)c(=O)c1N=Nc1ccc(C(=O)O)cc1	-5	i	10
Cc1cc(C)c2nc(NNC(=O)c3ccc(S(=O)(=O)N4CCCCC4)cc3)sc2c1	-25	i	-5
CCCCc1nc2cc(C(=O)N3CCNC(=O)C3CC(=O)OC)ccc2o1 (centres undefined)	-10	i	32
O=C1CC(c2ccco2)Sc2ccccc2N1 (centres undefined)	-7	i	3
CCOC(=O)c1c(C)c(C(=O)Nc2cc(OC)ccc2OC)c(C)n1CC	-39	i	11
CCc1noc(C)c1C(=O)Nc1nc(-c2ccccc2)c(C(C)=O)s1	-5	·	19
CC(C)N1CCN(S(=O)(=O)c2ccc3ccccc3c2)CC1	7	i	4
COc1ccc(/C=N/NC(=O)CCSc2nc3ccccc3s2)cc1	-3	i	46
COC(CNC(=O)c1cccc(-n2c(=S)[nH]c3cc(Cl)ccc3c2=O)c1)OC	-12	i	-2
CCOC(=O)c1c(C)n(C)c2cc(CN(C)C)c(O)c(S(=O)(=O)c3ccccc3)c12	-5	i	7
CC1(C)OC2OC(C(=O)N/N=C/c3cc(Br)ccc3O)C3OC(C)(C)OC3C2O1 (centres undefined)	-27	i	18
O=C(CCC(=O)Nc1nnc(C2CCCCC2)s1)NCc1ccccc1	-37	i	2
Cc1cc(Cl)ccc1NC(=O)CN1C(=O)C(=O)N(C2CCCC2)C1=O	-2	·	-4
COc1ccc(OCCn2cc(/C(N)=N/O)c3ccccc32)cc1	-16	i	10
CC1CCCCN1S(=O)(=O)c1csc(C(N)=O)c1 (centres undefined)	7	i	11
CCOC(=O)CSc1n[nH]c(NC(C)=O)n1	-4	i	7

Continued; it opens with the two that closed the last part.
SMILES	OX1R antag-1	CHT allo act	OX1R antag-2
CC1CCCCN1S(=O)(=O)c1csc(C(N)=O)c1 (centres undefined)	7	i	11
CCOC(=O)CSc1n[nH]c(NC(C)=O)n1	-4	i	7
CC(/C=N\NC(=O)CN1CCN(Cc2ccccc2)CC1)=C\c1ccco1	-32	i	14
COc1ccc(N=Cc2cc3c(cc2O)OC(N)=C(C#N)C3c2ccccc2)cc1 (centres undefined)	-12	i	27
Cc1ccc(OS(=O)(=O)c2ccc(-c3csc(C)n3)s2)c(C)c1	-7	i	22
C=CCN1C(=O)NC(c2ccccc2)(C(F)(F)F)S/C1=C(\C#N)c1nnc(N2CCOCC2)n1-c1ccccc1 (centres undefined)	-17	i	0
C[C@H](NC(=O)c1[nH]cnc1C(=O)Nc1cccc(Cl)c1)c1ccccc1	-30	·	-1
COCCNCc1ccc(C(C)C)cc1	-10	i	11
O=S(=O)(NCc1ccccc1Br)c1cccs1	-12	i	5
CC(=O)c1cccc(Nc2cc(C)nc3c(C)cc(C)cc23)c1	-19	i	20
COc1ccc(CC(=O)O/N=C(\N)Cc2cccc3ccccc23)cc1OC	4	i	21
Cc1ccc(N(Cc2cc3ccccc3[nH]c2=O)S(=O)(=O)c2ccccc2)cc1	-43	i	19
CN(C(=O)CN(CCO)CC(=O)N(C)C(C)(C)Cc1ccccc1)C(C)(C)Cc1ccccc1	68*	i	23
CCN(C(=O)C1CCN(S(=O)(=O)c2cccc3nonc23)CC1)c1ccccc1	-28	i	5
CSc1nc(N2CCOCC2)c2c3c(sc2n1)CCCC3	-19	i	17
COC(=O)c1ccc(CN2CCc3ccccc32)cc1	-19	i	5
COc1ccc(C2=CC(=O)OC(C)(c3ccccc3)O2)cc1 (centres undefined)	-12	i	8
Cn1cccc1C(=O)Nc1ccc(N2CCOCC2)cc1	1	·	5
Cc1cc(O)ccc1N/C=C/c1onc(C)c1[N+](=O)[O-]	-3	i	29
CC(C)(Oc1ccc(Cl)cc1)C(=O)OCC(=O)NCCc1ccccc1	-4	i	22
CN(C)c1cccc(C(=O)Nc2ccc3nc4n(c(=O)c3c2)CCCCC4)c1	-30	i	6
O=C(Cc1ccccc1)Nc1ccc(C(=O)O)cc1	2	i	5
CCOC(=O)N1CCN(C(=O)c2ccc(N(Cc3ccc(C)cc3)S(C)(=O)=O)cc2)CC1	-26	i	14
CN(C)CCCNc1cc(C(C)(C)C)nc2c(-c3ccc(Cl)cc3)cnn12	31	i	9
CCOC(=O)CN1C(=O)NC(C)(c2ccc(OC(F)F)cc2)C1=O (centres undefined)	-12	i	12
Nc1nnnn1/N=C/c1cccc(Oc2ccccc2)c1	3	i	6
C/C(CC(=O)Nc1cccc2c1CCCC2)=N\NC(=O)c1ccccc1N	-10	i	5

The results go on.
SMILES	OX1R antag-1	CHT allo act	OX1R antag-2
O=c1cc(N2CCOCC2)[nH]c(=O)n1Cc1ccc(F)cc1	-13	i	11
CSc1c(CC(=O)Nc2ccccc2C(F)(F)F)n(Cc2ccccc2)c2ccccc12	-14	i	0
c1ccc2sc(-c3ccncc3)nc2c1	-3	i	6
CCCCCCCNC(=O)c1ccc(N2CCC3(CC2)OCCO3)c([N+](=O)[O-])c1	-25	i	3
CCOC(=O)Nc1ccc(OC)c([N+](=O)[O-])c1	-7	i	27
CC(C)(C)NC(=O)CN1CCC(NC(=O)C23CC4CC(CC(C4)C2)C3)CC1	-12	i	7
CCCOc1cccc(-c2nnc(N)s2)c1	-14	i	5
CC(OC(=O)c1cccc(-n2cnnn2)c1)C(=O)Nc1cccc(Cl)c1 (centres undefined)	-9	i	16
Cc1ccc(NC(=O)CCn2cnc3ccccc3c2=O)c(C)c1	-26	i	12
COCc1c(C(=O)OCC(=O)Nc2ccc(OC(F)F)cc2)oc2ccccc12	38	·	21
OCCNC(=S)Nc1ccc(Cl)c(Cl)c1	1	i	8
Cc1cc(Cl)ccc1OC(C)C(=O)N1CCCN(C(=O)C(C)Oc2ccc(Cl)cc2C)CC1 (centres undefined)	14	i	32
COc1ccc(/C=C2\SC(=O)N(CC(=O)NN3CCN(C)CC3)C2=O)cc1OC	-14	i	28
COC(=O)/C=C/c1ccsc1NC(C)=O	5	i	17
CCC(C)NC(=O)CO/N=C/c1ccc(C(=O)OC)cc1 (centres undefined)	1	i	28
COCCn1c(C)cc(C(=O)CSc2nc3nc(C)cc(C)n3n2)c1C	-8	i	8
CN(C)c1ccc(-c2nc3ccccn3c2/N=C/c2ccc(Br)cc2)cc1	-15	i	20
CC1CCC(NC(=O)Cn2ncc3ccccc32)CC1 (centres undefined)	-4	i	4
COCC(=O)Nc1nnc(SCC(=O)N2C(C)CCCC2C)s1 (centres undefined)	-11	i	17
COc1ccc(/C=C/c2c([N+](=O)[O-])c(=O)n(C)c(=O)n2C)cc1O	0	i	27
Cc1ccccc1C(=O)Nc1nc(SCc2ccc(Cl)cc2)n[nH]1	-28	i	6
O=C(CSc1nccn1-c1ccccc1)Nc1ccc2c(c1)OCO2	4	i	18
CCN(C(=O)CSc1cc(-c2ccccc2)c2ccc(OC)cc2n1)C1CCS(=O)(=O)C1 (centres undefined)	-31	i	28
COc1ccccc1N(CC(=O)NCCc1ccccc1)C(=O)CCC(=O)Nc1ccccn1	-18	i	11
O=C(NC1CC1)[C@@H]1CSC2c3ccccc3C(=O)N21 (some centres undefined)	-12	i	20

Additional records.
SMILES	OX1R antag-1	CHT allo act	OX1R antag-2
CCCCCOC(=O)Nc1nnc(CCC)s1	-14	i	15
O=Cc1c(C(=O)O)n(CC(=O)O)c2ccccc12	3	i	6
CC(C)NS(=O)(=O)c1ccc(N2C(=O)c3ccccc3C2=O)cc1	-4	i	15
Cc1ccc2c(C(=O)CNc3nncs3)c(C)[nH]c2c1	-23	i	22
CCOC(=O)C(C)Sc1nnc(Cn2c(=O)sc3ccccc32)n1-c1ccccc1 (centres undefined)	-23	i	19
CC1=NN(c2ccccc2)C(=O)C1(C)C	-15	i	14
Cc1cccc2nc(-c3cccnc3)c(NCCC(C)C)n12	-19	i	32
CCOc1ccc(NC(C)=O)cc1[N+](=O)[O-]	-10	i	46
COCCn1cnnc1SCC(=O)Nc1ccccc1C(=O)Nc1ccc2c(c1)OCO2	-17	i	7
CS(=O)(=O)N1CCCC(C(=O)NCc2ccccn2)C1 (centres undefined)	-7	i	6
CC1(C)C2CCC1(CS(=O)(=O)Nc1ccccc1)C(=O)C2 (centres undefined)	-11	i	-4
CCCCC(=O)OCC(=O)c1cc(C)n(-c2c(C)n(C)n(-c3ccccc3)c2=O)c1C	-14	i	28
O=c1nc2n(c3ccc(Br)cc13)CCS2	-12	i	11
CCOC(=O)c1cnc(SC)nc1Oc1cccc(NS(=O)(=O)c2ccc(F)cc2)c1	-24	i	5
COc1cc(/C=C(\C#N)C(=O)NCCc2ccccc2)cc(OC)c1O	5	i	18
CNc1nc(N)c(C(=O)C23CC4CC(CC(C4)C2)C3)s1	0	i	12
CCC(=NC(C)c1ccccc1)c1c(O)n(C)c(=O)n(C)c1=O (centres undefined)	-4	i	31
COc1ccc(-c2cccc(NS(=O)(=O)c3ccc([N+](=O)[O-])cc3)c2)nn1	-1	i	37
COc1ccc(NC(=O)[C@@]2(CC(=O)O)CC(/C=C/c3ccccc3)=NO2)cc1	-5	i	-4
CCOc1ccc(S(=O)(=O)N2CCC(C(=O)OCc3cccc(OC)c3OC)CC2)cc1	20	·	9
COc1ccc(Cl)cc1NC(=O)Cn1nnc(C(=O)NCc2ccc3c(c2)OCO3)c1N	15	i	6
COc1ccc(NC(=O)CC2Nc3cccc4cccc(c34)NC2=O)cc1 (centres undefined)	-3	i	12
Cc1ccc(SCC(=O)NCCc2ccccc2)cc1	1	i	14
CCC(=O)Nc1nnc(SCC(=O)NCc2ccc3c(c2)OCO3)s1	-20	i	5
Cc1nnsc1C(=O)N1CCCC(Nc2ccc(C(C)C)cc2)C1 (centres undefined)	-13	i	2

Part of the list above, bar-delimited:
Molecule | OX1R antag-1 | CHT allo act | OX1R antag-2
CCC(=NC(C)c1ccccc1)c1c(O)n(C)c(=O)n(C)c1=O (centres undefined) | -4 | i | 31
CC1(C)C2CCC1(CS(=O)(=O)Nc1ccccc1)C(=O)C2 (centres undefined) | -11 | i | -4
CNc1nc(N)c(C(=O)C23CC4CC(CC(C4)C2)C3)s1 | 0 | i | 12
CCOc1ccc(NC(C)=O)cc1[N+](=O)[O-] | -10 | i | 46
Cc1nnsc1C(=O)N1CCCC(Nc2ccc(C(C)C)cc2)C1 (centres undefined) | -13 | i | 2

Just CHT allo act and OX1R antag-1 (7 entries from above):
Molecule	CHT allo act	OX1R antag-1
CCCCC(=O)OCC(=O)c1cc(C)n(-c2c(C)n(C)n(-c3ccccc3)c2=O)c1C	i	-14
Cc1nnsc1C(=O)N1CCCC(Nc2ccc(C(C)C)cc2)C1 (centres undefined)	i	-13
COc1ccc(NC(=O)CC2Nc3cccc4cccc(c34)NC2=O)cc1 (centres undefined)	i	-3
CS(=O)(=O)N1CCCC(C(=O)NCc2ccccn2)C1 (centres undefined)	i	-7
CCOc1ccc(NC(C)=O)cc1[N+](=O)[O-]	i	-10
O=Cc1c(C(=O)O)n(CC(=O)O)c2ccccc12	i	3
COc1ccc(NC(=O)[C@@]2(CC(=O)O)CC(/C=C/c3ccccc3)=NO2)cc1	i	-5

New compounds follow
SMILES	OX1R antag-1	CHT allo act	OX1R antag-2
CC(C)Cn1c(/C=C/c2ccco2)nc2ccccc21	-25	i	4
CCN1CCN(c2ccc(S(=O)(=O)N3CCCCC3)cc2NC(=O)c2ccc([N+](=O)[O-])o2)CC1	-24	i	37
Cc1nnc(SCC(=O)NNC(=O)COc2ccc(Cl)cc2)n1C	-20	i	-7
C=CCn1c(C)cc(C(=O)CSc2nnc(Cc3ccccc3)o2)c1C	-26	i	5
COc1ccc(CNC(=O)c2csc3c2CCCC3)cc1	5	·	-2
COc1ccccc1NC(=O)CCCCCN1C(=O)c2cccc3cccc(c23)C1=O	-30	i	28
COCCNC(=O)c1ccc(Cn2c(=S)[nH]c3cc4c(cc3c2=O)OCO4)cc1	-22	i	11
COc1cc(Cl)c(C)cc1NC(=O)CNC(C)c1ccccc1OC (centres undefined)	-5	i	11
CCCN(c1ccccc1F)S(=O)(=O)c1cc(-c2cc(C)no2)ccc1OC	-13	i	25
CC(C)c1cc(CN2CCOCC2)cc(C(C)C)c1O	-16	i	12
CC(=C/c1ccccc1)/C=N/NC(=O)CSc1nc(C)cc(C)n1	-10	i	37
Cc1ccccc1N/C(=N/S(=O)(=O)c1cc(F)ccc1F)c1ccccc1	-33	i	49
NS(=O)(=O)c1ccc(CCNC(=O)c2ccc3nccnc3c2)cc1	-13	·	16
C[C@H]1CC[C@]2(O[C@H](CCO)C[C@@H](O)[C@@H]2O)O1	-11	i	21
COc1ccc(NC(=O)C2=C(C)NC(=O)NC2c2cccs2)c(OC)c1 (centres undefined)	-27	i	16
Cc1[nH]c(=O)[nH]c(=O)c1S(=O)(=O)Nc1ccc(Oc2ccccc2)cc1	-4	i	2
OCCOCCn1c2ccccc2c2ccccc21	12	i	5
COc1cccc(C(=O)Nc2cccc(OC(C)=O)c2)c1	-4	i	8

Screening results from PubChem BioAssay.
